High-throughput results deposited in PubChem BioAssay by several laboratories.
iPSC survival up = increases survival of single human iPS cells | hiPSC single-cell survival, ATPlite luminescence; 100% = ROCK inhibitor wells, 0% = DMSO | survival enhancement, % at 20 µM | hit rate 0.044% among 360,000 | AID 602274; in the data active = survival enhancement above about 18%;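 note: cells exposed to compounds for 16 hours before the ATP read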
PDI inh = PDI (human) enzyme inhibition | hit rate 0.052% among 350,000 | inhibition, % at 10 µM | AID 588391 | PDI insulin aggregation turbidity, A650, 90 min | P07237;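 active = mean inhibition across replicates of 30% or more, whatever share of single replicates reach that level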;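 note: absorbance from insulin aggregation driven by PDI reduction with DTT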
Target sequence (P07237 whole entry, looked up): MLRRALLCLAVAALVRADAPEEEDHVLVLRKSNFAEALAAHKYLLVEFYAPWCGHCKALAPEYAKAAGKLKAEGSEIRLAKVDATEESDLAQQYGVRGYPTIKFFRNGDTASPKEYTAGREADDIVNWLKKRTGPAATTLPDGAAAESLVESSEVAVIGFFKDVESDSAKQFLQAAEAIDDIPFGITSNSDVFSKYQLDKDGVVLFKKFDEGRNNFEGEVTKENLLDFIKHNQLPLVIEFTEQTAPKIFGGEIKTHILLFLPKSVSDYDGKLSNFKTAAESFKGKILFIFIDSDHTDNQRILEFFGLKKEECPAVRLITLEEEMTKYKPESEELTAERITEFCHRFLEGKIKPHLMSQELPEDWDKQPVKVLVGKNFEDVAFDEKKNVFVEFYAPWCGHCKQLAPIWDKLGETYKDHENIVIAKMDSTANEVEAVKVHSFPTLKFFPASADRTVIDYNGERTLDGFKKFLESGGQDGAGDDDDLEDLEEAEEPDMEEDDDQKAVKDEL
NR2E3 ag-1 = agonists of human NR2E3 nuclear receptor; hit rate 0.35% among 360,000; inhibition of corepressor binding, % at 3.98 µM; AID 602229; Q9Y5X4; CHO-S Gal4-NCOR/VP16-NR2E3 two-hybrid, luciferase;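 active = inhibition above the mean of all tested compounds plus 3 SD, cut at about 70% in these data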;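 note: 0% = DMSO with NR2E3 transfected cells and 100% = cells lacking NR2E3 construct; higher means lower luciferase signal from less NR2E3 corepressor binding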
Target sequence (Q9Y5X4 whole entry, looked up, the tested form may be a part): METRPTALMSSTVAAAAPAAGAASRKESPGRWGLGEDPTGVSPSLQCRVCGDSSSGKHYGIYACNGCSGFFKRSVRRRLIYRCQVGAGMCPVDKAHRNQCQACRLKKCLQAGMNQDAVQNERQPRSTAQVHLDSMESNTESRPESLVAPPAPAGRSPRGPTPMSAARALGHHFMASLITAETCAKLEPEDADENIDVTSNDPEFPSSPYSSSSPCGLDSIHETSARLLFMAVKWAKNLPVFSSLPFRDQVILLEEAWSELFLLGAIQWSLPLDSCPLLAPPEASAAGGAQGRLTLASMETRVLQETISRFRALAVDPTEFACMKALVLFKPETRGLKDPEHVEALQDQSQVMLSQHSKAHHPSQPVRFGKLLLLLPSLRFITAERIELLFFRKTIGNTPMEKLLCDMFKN
m5-HT2A agonist = activates the mouse 5-HT2A serotonin receptor. P35363. CHO-K1 mHTR2A beta-arrestin complementation, luminescence; percent of 30 µM serotonin response. activation, % at 7.6 µM. hit rate 0.66% among 360,000;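 active = activation above a run cutoff, the mean activation of all tested compounds plus 3 SD, cut at about 14% in these data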;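 note: 0% = plate median of compound wells and 100% = 30 µM serotonin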
CaV13 ICDI inh = Primary screen for inhibitors of IQ motif and Ca2+-dependent inactivation inhibitor domain binding in CACNA1D, Förster resonance energy transfer in living cells, …; inhibition, % at 12.3 µM; HEK cells, CFP/YFP FRET ICDI-IQ, plate reader, 10 min; percent FRET-ratio fall versus neutral wells; hit rate 0.098% among 340,000;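 active = mean replicate inhibition of at least 30% and at least 1% of replicates passing that level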;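 note: 0% = median of the neutral control wells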
H9c2 protect = modulators protecting cardiomyocytes from myocardial damage; H9c2 cardiomyocytes, H2O2 injury protection, ATPLite, 2 h; protection from H2O2 cell death, % at 20 µM; hit rate 0.63% among 360,000;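 active = compounds giving at least 50% protection of heart cells from peroxide-induced death in the single-dose screen, raw or plate-pattern-corrected value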;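 note: 0% = DMSO wells with peroxide and 100% = DMSO wells without peroxide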
Peg3 promoter = reduces Peg3 promoter-driven luciferase expression in HeLa; HeLa PEG-Prom luciferase reporter, luminescence, overnight; hit rate 1.7% among 360,000; inhibition, % at 20 µM;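 active = inhibition of at least 50% at 20 µM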
NR2E3 ag-2 = activates human photoreceptor nuclear receptor NR2E3; Q9Y5X4; GST-NR2E3/biotin-RetCOR TR-FRET, 1536-well; inhibition of corepressor binding, % at 4.78 µM; hit rate 0.12% among 320,000; AID 2300;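 active = percent inhibition above the cutoff of mean plus 3 SD of all tested compounds, set per screening campaign, cut at about 20% in these data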;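 note: 0% = DMSO wells and 100% = biotin wells as full block of FRET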
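System: GST-tagged NR2E3 plus biotinylated RetCOR corepressor; Amount: 1.35 nM GST-tagged NR2E3 final; Dosing: single nominal compound dose of 4.8 µM; Schedule: 5 h incubation at 4 °C; Technique: TR-FRET with europium anti-GST and streptavidin-D2, 340 nm excitation; Controls: biotin wells as high control, 0.6% DMSO wells as low control.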
Shn3 inh set2 = Schnurri-3 reporter inhibition in Clone20 osteoblasts; Clone20 osteoblast Shn3 3'UTR firefly luciferase, 24 h; inhibition, % at 12.5 µM; hit rate 0.52% among 360,000;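 active = mean inhibition of at least 75% with every replicate also reaching 75%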;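 note: 0% = median of neutral control wells and 100% = pilot-screen positive control compound; some compounds past the cut are filed as inactive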
HIF-2a inh = inhibitors of HIF-2a. 786-0 RCC cells HIF-2a reporter, luciferase luminescence, overnight. inhibition, % at 18.8 µM. hit rate 0.72% among 360,000. AID 624352;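 active = inhibition of the luminescence signal of 40% or more relative to plate controls, in a single-dose primary screen at 18.75 µM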
TRPM1 prom inh = reduces MITF-dependent TRPM1 promoter luciferase signal. SK-MEL-5 TRPM1 promoter luciferase, 24 h. inhibition, % at 12.5 µM. hit rate 0.83% among 330,000. AID 488899;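 active = mean inhibition across replicates of 60% or more, whatever share of single replicates reaches that level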; note: values of inactives mirror those of a sister screen read the other way
The depositor's hits bear a star; / = not tested or not shown.

SMILES	iPSC survival up	PDI inh	NR2E3 ag-1	m5-HT2A agonist	CaV13 ICDI inh	H9c2 protect	Peg3 promoter	NR2E3 ag-2	Shn3 inh set2	HIF-2a inh	TRPM1 prom inh
CCOc1ccc(C(=O)C(CN2CCOCC2)c2ccccc2)cc1 (centres undefined)	-2.9	5.2	9.9	-2.1	-4.8	-6.2	82.5*	2.0	-2.5	31.3	50.3
COc1ccc(CCN(C)C(=O)Cc2ccc(-c3ccccc3)cc2)cc1OC	0.3	3.3	84.5*	-3.8	-2.5	-6.3	3.4	2.0	77.1	-14.6	16.9
COc1ccc2nc(/N=C\N(C)C)sc2c1	1.0	3.1	-21.6	-2.3	-3.5	1.4	-54.8	-2.6	2.2	-73.2	-30.2
COCCn1nnnc1C(c1cc(OC)ccc1OC)N1CCc2ccccc2C1 (centres undefined)	0.5	6.0	-8.8	-2.0	-5.0	6.1	12.8	1.3	-10.2	8.0	8.7
Cc1ccc(S(=O)(=O)NCCc2ccncc2)cc1[N+](=O)[O-]	1.1	6.6	7.7	4.8	-11.7	2.0	15.1	0.4	-9.4	17.9	7.1
C=C(C)C(=O)Nc1cccc(C2=NOC3(C2)C[C@@H](C(N)=O)N(C(=O)CC(c2ccccc2)c2ccccc2)C3)c1 (some centres undefined)	1.2	13.5	17.5	0.9	-4.3	2.1	-4.7	-41.6	19.8	8.1	-4.7
COc1ccc(/C=C2\SC(=S)N(CC(=O)OCC(=O)Nc3ccc(C)cc3Cl)C2=O)cc1	-0.5	-5.4	12.2	12.5	-1.7	-11.4	-42.6	1.2	4.5	-6.7	-9.7
O=C(Nc1nnc(-c2ccccc2)o1)c1cc(-c2cccs2)nc2ccccc12	-1.9	2.3	88.7*	1.2	-5.8	32.2	19.1	3.2	4.1	-33.6	/
Cc1ccsc1/C=C(\C#N)C(=O)NCCCN1CCOCC1	-1.1	-6.7	-24.8	0.0	-14.9	0.0	7.4	3.2	-22.4	-27.2	-3.2
COCC(=O)N(C)C[C@@H]1Oc2cc(-c3ccc(F)cc3)ccc2S(=O)(=O)N([C@H](C)CO)C[C@H]1C	-2.0	2.0	-27.5	4.1	-6.7	20.4	-5.8	/	-18.2	8.2	/
O=C1[C@@H]2Cc3c([nH]c4ccccc34)CN2C(=O)CN1CCCO	-0.8	-3.1	-13.7	-0.8	-3.1	2.8	5.0	-0.3	0.9	7.3	-0.8
Cc1nn(-c2ccccc2)c(N2CCCC2)c1C=O	-0.5	-3.6	-6.8	0.5	-20.7	-0.3	0.7	2.6	7.4	20.9	-6.8
CCOC(=O)c1sc(NC(=O)c2cc(-c3ccc(C)cc3)nc3ccccc23)c(C#N)c1C	-1.7	4.0	9.2	-0.3	-3.2	-16.8	2.1	-0.1	13.4	-7.9	26.5
CCCCCCc1cc2cc(C(=O)Nc3cccc(OC)c3)c(=O)oc2cc1O	2.6	-8.8	-13.5	3.9	0.4	-15.3	30.0	0.7	1.3	8.3	35.3
C/C(=N\NC(=S)Nc1ccccc1C)C1Cc2ccccc2C(=O)O1 (centres undefined)	-0.9	8.9	-61.4	4.1	-4.9	-3.5	28.9	-2.8	12.4	5.8	10.8
CCn1c(SCC(=O)c2ccc(NS(=O)(=O)c3ccccc3)cc2)nnc1-c1cccs1	2.2	-5.4	14.7	0.5	-5.1	-1.4	16.0	1.3	9.2	16.1	3.8
Cn1cc(SCC(=O)Nc2nccs2)c2ccccc21	0.6	/	1.2	-3.5	7.7	5.1	-252.8	-2.0	-70.1	-275.7	/
Cc1ccnc(SCC(=O)c2ccc(Br)s2)n1	0.0	21.9	-16.9	1.9	-5.6	-4.4	-89.4	3.3	-26.0	-120.4	-34.7
Cc1c(C)c(C)c(S(=O)(=O)N2CCC3(CC2)OCCO3)c(C)c1C	-0.1	2.2	-4.2	5.8	-0.5	2.0	11.4	0.1	-2.4	9.8	-5.3
CC(C)n1nnc2c(=O)oc3ccccc3c21	1.5	0.8	-35.5	-0.6	-4.5	9.6	20.9	-7.5	-31.1	11.9	-0.9

Look-ups from the entries so far:
m5-HT2A agonist with O=C1[C@@H]2Cc3c([nH]c4ccccc34)CN2C(=O)CN1CCCO : -0.8
TRPM1 prom inh with CCn1c(SCC(=O)c2ccc(NS(=O)(=O)c3ccccc3)cc2)nnc1-c1cccs1 : 3.8

(list continues)
SMILES	iPSC survival up	PDI inh	NR2E3 ag-1	m5-HT2A agonist	CaV13 ICDI inh	H9c2 protect	Peg3 promoter	NR2E3 ag-2	Shn3 inh set2	HIF-2a inh	TRPM1 prom inh
O=C(C1=C(O)C(=O)N(CCc2ccccc2)C1c1cccs1)c1ccco1 (centres undefined)	1.7	-0.8	3.9	3.1	-2.5	-2.6	2.7	10.3	-5.3	11.7	-19.9
Cn1c(=O)c2[nH]c(CSCc3ccccc3)nc2n(C)c1=O	-1.3	1.4	4.5	-0.6	-6.1	1.8	3.7	/	4.8	18.0	-2.7
CCCn1cc(CN2CCC(n3nccc3NC(=O)c3ccc4c(c3)OCO4)CC2)c(C)n1	0.4	-5.5	-18.5	-3.4	-2.6	7.6	-5.3	2.6	-5.6	8.9	7.5
O=C(O)c1ccc(NC2OC[C@@H](O)[C@H](O)[C@H]2O)cc1 (some centres undefined)	0.5	2.3	0.6	1.7	-4.4	-0.1	1.6	4.6	-9.2	7.5	-6.0
CCOC(=O)c1ccc(NC(=S)NCc2ccc(S(N)(=O)=O)cc2)cc1	0.3	-2.1	-18.7	-3.9	-1.3	3.5	3.1	-0.2	11.1	1.1	-10.1
Cc1ccc(C23CC4CC(CC(C(=O)OCC(=O)NC5CCS(=O)(=O)C5)(C4)C2)C3)cc1 (centres undefined)	-0.5	-13.2	-10.6	-1.8	-15.2	3.3	9.2	-2.4	8.5	17.0	-0.5
CC(=O)c1ccc(NC(=O)CSc2nnc(-c3ccco3)o2)cc1	-0.7	-2.4	-36.1	9.8	-4.0	-4.8	-145.4	0.2	-33.6	-82.6	-12.5
FC(F)(F)c1ccccc1Cc1c(-c2ccc(Cl)cc2)nc2ccc(Cl)cn12	2.2	/	-23.6	1.1	-3.0	-6.3	-81.5	/	-33.0	-250.2	/
O=C(CSc1nnc(SCc2ccc(Cl)cc2)s1)N/N=C/c1ccc(Cl)cc1Cl	5.6	-7.0	-21.9	-1.0	-2.2	12.2	-18.7	0.1	-13.7	6.7	-7.0
O=C(Nc1ccc(N2CCOCC2)cc1)C1CCN(S(=O)(=O)c2cccc(C(F)(F)F)c2)CC1	-0.6	-0.9	11.0	3.0	-5.6	-0.3	14.8	/	-6.2	5.0	/
CCC(=O)Nc1cc(C)c(NC(=O)C23CC4CC(CC(C4)C2)C3)cn1	-2.1	-0.3	-35.8	-5.7	-0.3	-0.6	5.7	-1.9	17.2	10.7	-1.1
CCC(C)[C@H](NC(=O)N1CCC(C)CC1)C(=O)O (some centres undefined)	0.4	5.7	-1.1	5.3	-1.2	-2.5	8.1	-1.5	-15.7	18.0	3.9
COC(=O)/C=C1/SC(=Nc2ccc(C)cc2C)NC1=O	-0.8	-6.7	4.1	1.9	-2.1	11.5	-1.9	4.7	-22.5	0.0	-7.0
CCCCN1C[C@H](C)[C@@H](CC(=O)Nc2ccccc2)C1=O	-0.5	14.3	-3.5	3.2	-2.4	8.1	-4.7	/	-2.2	-7.3	/
C=CCc1c(C)nc(N2CCSCC2)[nH]c1=O	0.3	-3.3	-4.9	2.0	-20.8	-2.1	16.6	0.8	9.6	13.9	0.2
O=C(NC1CCN(c2ncccn2)CC1)c1cccc(F)c1	-0.3	-0.9	-45.8	5.6	-3.1	2.0	5.1	3.7	-10.6	10.9	-0.4
CCNc1nc(NCC)n2c(SCc3ccc(F)cc3)nnc2n1	-3.2	-0.4	-10.8	-4.5	-2.2	13.8	-0.9	3.2	-15.0	24.8	16.7
CCOC(=O)C(=O)/C(=C\N(C)C)c1onc(-c2c(Cl)cccc2Cl)c1C(=O)OC	-0.4	3.7	-6.2	1.9	-2.9	4.3	14.2	-0.7	-17.4	14.8	1.4
C=C(C)[C@@H]1C2=CC(C(=O)OC)=C(C[C@H](C(=C)C)[C@H]3O[C@H]3C3=C[C@H]1OC3=O)O2	-4.4	/	16.7	1.9	/	-7.6	103.0*	/	98.1*	87.8*	/
O=C(NC1CCCC1)C(c1ccncc1)N(CC1CCCO1)C(=O)Cn1nnc(-c2cccs2)n1 (centres undefined)	1.0	15.2	-11.3	0.7	/	7.5	7.3	4.1	-15.5	10.6	5.6
COc1ccccc1CN(C)c1nnnn1-c1ccccc1	1.7	3.6	-12.8	-0.3	-18.7	-6.2	9.5	-0.1	3.4	15.6	-9.5
O=C(Nc1cccnc1)c1ccc(COc2ccccc2Cl)o1	0.6	-5.8	-0.7	-7.3	-5.7	-4.8	8.8	-0.6	40.1	-18.0	-6.9
CCC(Sc1nccn1C)C(=O)Nc1ccc(Cl)cn1 (centres undefined)	-0.5	-0.8	-17.3	-2.6	-4.0	-2.7	16.9	3.6	-8.3	5.2	1.0
Nc1cccc2c1C(=O)N(C(=O)c1ccco1)C2=O	0.0	4.8	-7.1	-0.3	-6.8	8.0	11.0	-1.1	16.2	5.9	4.8
Cc1ccc(S(=O)(=O)Oc2ccc(/C=C(/NC(=O)c3ccccc3)C(=O)O)cc2)cc1	1.0	-4.9	13.1	5.8	-5.6	1.6	-0.4	3.6	-6.2	12.4	4.8
CCOC(=O)CNC(c1ccccc1)c1cc(Br)ccc1NC(=O)CCN1CCOCC1 (centres undefined)	-3.6	16.0	-12.6	-2.3	-4.8	-17.4	22.1	4.5	-0.9	28.4	-2.5
O=C(c1cccc(S(=O)(=O)N2CCc3ccccc32)c1)N1CCCC(C(F)(F)F)C1 (centres undefined)	-0.5	1.4	-1.6	0.3	-6.3	-7.3	10.8	1.3	14.2	0.3	16.1
CSc1ncnc2c1ncn2CCCNCC(C)c1ccccc1 (centres undefined)	-1.7	-0.4	7.7	-3.4	-5.7	10.5	3.8	/	-21.2	-2.1	/
COc1cccc(-c2cc(C(=O)Nc3cnn(Cc4ccc(F)cc4)c3)no2)c1	0.6	1.9	-11.0	2.5	-9.3	-1.9	1.7	5.4	17.6	7.5	8.9
COc1ccc(C(=O)CNc2ccc(C)cc2C)cc1	-0.8	10.7	0.0	-1.2	-1.9	-6.6	-5.6	-3.0	-7.5	-41.5	1.9
CC(C)(CO)CNC1CCCN(C2Cc3ccccc3C2)C1 (centres undefined)	-0.5	-10.3	9.4	-5.3	-5.3	-2.7	5.5	4.3	-1.2	10.5	7.0
